ERG-DNA inh: ERG Ets/DNA interaction inhibition. P11308. fluorescence polarization, His-ERG Ets domain / labelled DNA. Potency, µM (series often up to 76.9 µM), without a hit: at the top dose FP activity, negative = inhibition, most hits filed as inhibitors. actives 0.028% (n = 370,000); active = well fitted inhibition curve with a large enough effect in the polarisation, with a control signal flat; inconclusive = small, poorly fitted or top-dose-only effect, or effect the other way, or a change in a side signal; inactive = no such curve, though single readings can be large or run the other way; the % refers to the polarisation;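 also: polarization taken with two DNA probes labelled with fluorescein and Texas red; potency is read from the fitted curve at half-maximal effect; % of control where 0% means no effect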
Target sequence (P11308 whole entry, looked up, the tested form may be a part): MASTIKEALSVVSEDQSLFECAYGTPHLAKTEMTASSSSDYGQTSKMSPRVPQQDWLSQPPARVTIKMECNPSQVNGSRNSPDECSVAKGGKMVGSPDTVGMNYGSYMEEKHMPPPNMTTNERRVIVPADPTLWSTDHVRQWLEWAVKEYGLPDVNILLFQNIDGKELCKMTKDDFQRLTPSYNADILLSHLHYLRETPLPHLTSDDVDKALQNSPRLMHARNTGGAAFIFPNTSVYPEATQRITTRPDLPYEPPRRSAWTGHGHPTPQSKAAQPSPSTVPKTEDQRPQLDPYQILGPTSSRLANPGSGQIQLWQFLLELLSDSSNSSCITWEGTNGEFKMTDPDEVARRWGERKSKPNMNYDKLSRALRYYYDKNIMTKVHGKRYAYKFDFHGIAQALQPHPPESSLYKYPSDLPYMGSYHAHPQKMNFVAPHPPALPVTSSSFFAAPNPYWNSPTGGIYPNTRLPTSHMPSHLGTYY
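His-tagged ERG Ets domain (1 uM in the protein solution; 300mM KCl, 50mM Tris-HCl, 1mM EDTA, 1mM DTT, pH 7.5) received compound, then a probe mix of 5 nM fluorescein-DNA and 100nM Texas-615-DNA. Fluorescence polarization was read for both dyes.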
POLI inh: DNA polymerase iota (human) inhibition | Q9UNA4 | Pol iota fluorescent replication assay, 10 min | Potency, µM (doses to about 115 µM), inactives show at the top dose activity, negative = inhibition, hits mostly inhibitors | actives 1% (n = 390,000); also: potency is read from the fitted curve at half-maximal effect
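Pol iota at 10 nM preincubated 15 min with compounds at room temperature; reaction started with fluorescent substrate, 50 nM final. Fluorescence read kinetically at 0 and 10 min; buffer-only wells as negative control.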
Pol kappa inh: inhibitors of human DNA polymerase kappa. Q9UBT6. purified Pol kappa, fluorescent DNA synthesis assay, 10 min. Potency, µM (titrated, usually from 107 µM), without a hit: at the highest dose activity, negative = inhibition, most hits filed as inhibitors. actives 0.53% (n = 400,000); also: potency is read from the fitted curve at half-maximal effect; % is scaled to controls: 0 for no effect and ±100 for the full control effect
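Inhibition of 10 nM Pol kappa is measured by a fluorescent read-out at 0 and 10 min following addition of 50 nM substrate (final), with a 15-min room-temperature compound preincubation.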
ALOX12 inh: ALOX12 (human) lipoxygenase inhibition; purified 12hLO, xylenol orange hydroperoxide absorbance; Potency, µM (doses to about 108 µM), for inactives: at the top dose activity change, negative = inhibition, actives largely listed as inhibitors; actives 1.1% (n = 580,000); AID 1671190; also: potency is read from the fitted curve at half-maximal effect; % is scaled to controls: 0 for no effect and ±100 for the full control effect
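Hydroperoxide product was detected by ferrous iron/xylenol orange as the 573 to 405 nm absorbance ratio. Arachidonic acid at 40 uM (final) was turned over for 30 min at room temperature by 150 nM human 12hLO, pH 7.0 Hepes buffer, after 15 min compound preincubation.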
POLB inh: blocks human DNA polymerase beta activity; P06746; Pol beta primer extension/strand displacement, fluorescence kinetic; Potency, µM (highest dose often 114 µM), for the others: at the highest dose activity change, negative = inhibition, hits mostly inhibitors; actives 1.3% (n = 340,000); AID 485314; also: potency is read from the fitted curve at half-maximal effect; % is scaled to controls: 0 for no effect and ±100 for the full control effect
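Preincubation: enzyme (10 nM) with compound, 15 min, RT. Reaction: substrate added to 50 nM final. Reads: 0 and 10 min. Analysis: normalized, Hill fit.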
Apoferritin bind: candidate novel general anesthetic via apoferritin binding. actives 0.074% (n = 350,000). apoferritin/1-aminoanthracene competitive binding, fluorescence. Potency, µM (series often up to 77.5 µM), for the others: top-dose activity change, negative = displacement, usual class: inhibitors; also: potency is read from the fitted curve at half-maximal effect; % is scaled to controls: 0 for no effect and ±100 for the full control effect; nearly all actives have a fitted effect of over 20% in size
Target sequence (P02791 2-175 limits assumed): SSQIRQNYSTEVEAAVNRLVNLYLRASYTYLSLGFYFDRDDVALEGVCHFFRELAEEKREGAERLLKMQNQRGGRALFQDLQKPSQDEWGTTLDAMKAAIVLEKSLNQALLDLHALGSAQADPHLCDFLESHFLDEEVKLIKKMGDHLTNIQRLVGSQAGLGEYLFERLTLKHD
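10 uM apoferritin + 50% sat. 1-AMA, PBS; cpd 10 min RT; Ex380/Em535 endpoint; normalized to free probe vs complex; 4-param Hill fit; propofol titration as pos. ctrl.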
TRHR agonist: TRH receptor (human) agonism; P34981; TRHR cells, calcium flux fluo-8, FDSS agonist mode; activation, % at 2 µM; actives 0.18% (n = 360,000); AID 493084; in the data active = activation above about 30%; also: 0% is about no effect
Target sequence (P34981 whole entry, looked up): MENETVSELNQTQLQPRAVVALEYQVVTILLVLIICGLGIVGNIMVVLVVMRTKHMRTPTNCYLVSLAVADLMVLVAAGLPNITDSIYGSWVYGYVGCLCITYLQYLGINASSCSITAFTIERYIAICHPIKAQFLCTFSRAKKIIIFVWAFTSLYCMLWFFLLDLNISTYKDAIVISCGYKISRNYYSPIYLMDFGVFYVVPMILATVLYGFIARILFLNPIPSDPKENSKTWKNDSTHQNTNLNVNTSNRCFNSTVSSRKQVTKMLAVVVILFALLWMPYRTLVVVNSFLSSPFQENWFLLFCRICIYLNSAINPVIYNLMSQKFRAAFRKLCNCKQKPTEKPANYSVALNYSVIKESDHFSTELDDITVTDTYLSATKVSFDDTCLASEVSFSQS
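Steps: seed TRHR cells overnight; add fluo-8 no-wash Ca dye, RT 30 min–1.5 h; record 10 s baseline; pin-transfer compounds; monitor fluorescence 1 cycle/s for the agonist window. Calcium increases flag candidate agonists.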
BLM helicase inh: blocks DNA unwinding by human BLM helicase. P54132. recombinant BLM DNA unwinding, fluorescence dequenching. Potency, µM (series often up to 56.1 µM), for the others: at the highest dose activity change, negative = inhibition, actives largely listed as inhibitors. actives 0.2% (n = 350,000). AID 2528;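 also: potency is read from the fitted curve at half-maximal effect; plate controls were vehicle for no effect and no enzyme for full effect; nearly all actives have a fitted effect of over 35% in size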
APEX1 inh: APE1 (human) endonuclease inhibition | P27695 | recombinant APE1, TAMRA/BHQ-2 abasic DNA cleavage fluorescence | Potency, µM (series often up to 65.8 µM), for inactives: top-dose activity change, negative = inhibition, usual class: inhibitors | actives 0.35% (n = 350,000);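 also: potency is read from the fitted curve at half-maximal effect; plate controls were vehicle for no effect and reference inhibitor for full effect; nearly all actives have a fitted effect of over 55% in size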
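Measures dequenching upon AP-site incision of a 5'-TAMRA/3'-BHQ-2 THF-containing duplex, 50 nM; human APE1 0.75 nM after 15 min room-temperature exposure to compound; kinetic three-point read at one-minute spacing.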
Numbers without * were called inactive; ? = inconclusive; . = not tested or not shown; & = joins results of further samples; [ ] = dose if it differs, or a comment. Unless noted, calls follow the shape of the dose curve; as a rule, active = well fitted curve in the direction sought with a large enough effect; inconclusive = small, poorly fitted or top-dose-only effect, or another doubt; inactive = no such curve, though single readings can be large; an effect the other way counts as inactive or inconclusive. Only part of the results is shown; count on the stated rates, not on these rows.

SMILES | ERG-DNA inh | POLI inh | Pol kappa inh | ALOX12 inh | POLB inh | Apoferritin bind | TRHR agonist | BLM helicase inh | APEX1 inh
Cc1ccc(NC(=O)CCC(=O)c2cc(C)sc2C)nc1 | 1% | ? | -15% | ? | . | . | -0.3 | . | 18%
COc1cccc(NC(=O)CCN2CCN(C)CC2)c1 | -13% | -15% | -14% | 15% | 0% | -5% | 0.7 | -5% | 2%
COC(=O)c1cc2n(n1)CCN(Cc1ccccc1F)C2=O | -2% | 5% | 1% | -21% | 0% | -1% | 0.0 | 2% | -5%
COc1ccc(OC)c(C(=O)/C=C/c2cccnc2)c1 | 4% | ? | 0% | ? | 0% | -2% | -0.1 | -2% | 27%
CC(=O)C1=C(C)NC(SCC(=O)c2ccc(F)cc2)=C(C#N)C1CC(C)C (stereo not drawn) | 1% | -1% | -6% | ? | 5% | -13% | -0.7 | 5% | 3%
CC(C)=C1SC(N2CCN(c3ccc(C)c(Cl)c3)CC2)=NC1=O | -16% | 9% | -21% | 156%[activator] | -5% | 0% | -0.3 | -1% | 0%
O=C(COC(=O)CCSc1ccccc1)NCc1ccccc1 | 1% | 58%[activator] | -5% | -3% | 10% | -18% | 0.0 | -2% | -9%
COc1ccc(Br)cc1/C=N/NC(=O)c1ccc(OC)c(OC)c1 | -8% | -22% | -12% | ? | 10% | -10% | 0.3 | -10% | -6%
CCNc1sc(C(=O)c2cccs2)c(N)c1-c1nc2ccccc2s1 | 3% | 1% | -8% | 10% | -15% | ? | 0.6 | -10% | -5%
COc1cccc(C(=O)N2CCN(C3CCN(Cc4ccccc4)CC3)CC2)c1 | . | . | . | . | 16% | -8% | -0.4 | 3% | 0%
CCCCC(=O)NNC(=O)N1c2ccccc2Sc2ccccc21 | -12% | 15% | -5% | -28% | 18% | 4% | -0.5 | -4% | 15%
O=c1c2ccccc2[nH]c(=S)n1Cc1cccnc1 | . | 22% | -4% | 1% | 25% | ? | 0.1 | -7% | -3%
Cn1cc2ccc(N)cc2n1 | 56%[activator] | 264%[activator] | -37% | -5% | 54% | 3% | -1.7 | -8% | 8%
COc1cccc(NC(=O)CCN2C(=O)c3ccccc3Sc3ncccc32)c1 | -7%&0% | 31%&15% | -2%&7% | 0%&-20% | 24%&15% | -2%&37% | -0.1&-0.3 | -2%&1% | 22%
CCOC(=O)C1CCN(C(=O)c2ccccc2NC(=O)c2ccc(Br)cc2)CC1 | -2% | 100%[activator] | -17% | -12% | 30% | -15% | -0.2 | 0% | 5%
O=C(NC(O)C(=O)c1ccccc1)c1cccs1 (stereo not drawn) | 0% | 13% | 2% | 5% | 14% | -3% | 0.0 | -4% | -6%
COc1ccccc1CN1CCC2(CC1)CCN(C(=O)c1cccc(F)c1)CC2 | . | . | 3%[60.1 µM] | 1%[57.4 µM] | . | . | . | 0% | -1%
C=CCC(CC=C)(CNC(=O)C(=O)Nc1ccc(C)cc1)c1ccccc1 | 2% | 13% | -6% | -19% | -15% | -5% | 2.4 | -6% | .
Cc1ccc(NC2c3ncccc3C(=O)N2Cc2ccco2)c(C)c1 (stereo not drawn) | 12% | ? | -11% | ? | 0% | -13% | -0.2 | -2% | -4%
O=C(O)C1=CC[C@@H](c2ccc(Cl)cc2)N(S(=O)(=O)c2ccc(Cl)cc2)[C@H]1c1ccc(F)cc1 | -5% | -7% | -9% | ? | . | . | -0.3 | . | 23%
O=C(c1cc2nc(-c3ccc(Cl)cc3)cc(C(F)(F)F)n2n1)N1CCOCC1 | 7% | 14% | -1%[60.1 µM] | -11% | 0% | -4% | -1.3 | -2% | -2%
CCOC(=O)c1cc2c(=O)n3ccccc3nc2n(C(C)C)c1=NC(=O)c1c(-c2ccccc2Cl)noc1C | -1% | 90%[activator] | -9% | -7% | 2% | -7% | 0.1 | 0% | -3%
CCCCCCN(C(=O)CCCCCN1C(=O)NC(c2ccc(-c3ccccc3)cc2)C(C(=O)OCc2ccccc2)=C1C)C(C(=O)NCCCC)c1ccc(O)cc1 (stereo not drawn) | . | . | . | . | -13% | 40%&-5%[activator] | 0.8 | -2%&3% | 18%&-1%
Cc1n[nH]c(=O)c2c(NC(=O)CSc3c(Cl)cccc3Cl)oc(C)c12 | 2% | 24% | -16% | ? | . | . | -0.5 | . | 16%
Cc1cc(C(=O)CSc2nnc(-c3ccco3)o2)c(C)n1CC1COc2ccccc2O1 (stereo not drawn) | -9% | 0% | -5% | 0% | 2% | -9% | -0.5 | -9% | ?
COc1ccccc1C=Cc1ccnc2ccccc12 | -8% | 90%[activator] | -8% | ? | . | . | . | . | .
CN(C)c1ccc(S(=O)(=O)N2CCC(Cc3ccccc3)CC2)cn1 | 5% | 22% | 5% | -2% | . | . | . | . | 14%
O=C(Nc1ccc2c(c1)OCCO2)c1cccc(Cl)c1Cl | -7% | -21% | -6% | 84%[activator] | -1% | -19% | -1.1 | -8% | 38%
O=C(CSc1nc2ncc(Cl)cc2[nH]1)c1c[nH]c2ccccc12 | -1% | ? | -8% | -23% | 0% | -18% | 0.4 | -16% | 18%
CCCC(C(=O)n1nc(C)cc1C)C(NS(=O)(=O)c1ccc(C)cc1)c1ccccc1 (stereo not drawn) | 3% | -3% | -15% | 0% | 2% | 213%[activator] | 5.3 | -16% | -5%
COC(=O)c1ccccc1NC(=O)c1cnc2sccn2c1=O | -1% | -3% | -8% | -7% | 2% | -6% | -0.9 | -4% | -4%
O=C(NCc1ccc2c(c1)OCO2)c1ccc2c(c1)OCCO2 | 2% | 6% | -7% | ? | -4% | ? | -0.1 | 3% | 4%
CC[n+]1c(C)cc(C)n1-c1ccccc1 | 3% | 5% | 13% | 40µM* | 0% | -6% | 0.5 | -1% | -2%
O=S(=O)(c1ccc2ccccc2c1)N1CCN(S(=O)(=O)N2CCOCC2)CC1 | -1% | 7% | -9% | -21% | 27% | -5% | 0.0 | -6% | 4%
CN(Cc1ccccc1)C(=C(Cl)Cl)C(=C1NCCN1)[N+](=O)[O-] | 12% | 113%[activator] | -13% | . | 39% | -1% | 0.1 | -6% | 13%
O=c1cc(CN2CCN(c3cccc(Cl)c3)CC2)c2cc(O)c(-c3ccccc3)cc2o1 | 7% | ? | 11% | 175%[activator] | 22% | -9% | 0.1 | -4% | 15%
Cc1ccc(C)c(OCc2n[nH]c(=S)o2)c1 | 4% | -4% | -9% | ? | 11% | -6% | 0.3 | -3% | -1%
COc1ccc(NC(=O)C2CCN(S(=O)(=O)c3cccc(-c4noc(C)n4)c3)CC2)cc1OC | -11% | -11% | -10%[60.1 µM] | -1% | -4% | -20% | -0.6 | -4% | .
O=C(Nc1ccccc1OC(F)F)c1ccc(Br)o1 | -8% | 26% | -9% | 119%[activator] | -1% | -14% | -0.7 | 0% | -1%
COc1ccc(NC(=O)Cn2nnc(C(=O)NCc3cccs3)c2N)cc1OC | -6% | -25% | -20% | -15% | 0% | ? | 0.7 | -6% | -17%
Cn1cccc1/C=N/NC(=O)C(O)c1ccccc1 (stereo not drawn) | -5% | 14% | -5% | 4% | 8% | 6% | -0.9 | -15% | 1%
CCC(CC)C(=O)Nc1nnc(S(=O)(=O)N2CCCc3ccccc32)s1 | 3% | ? | -19% | 9% | 1% | ? | 2.4 | -3% | -8%
O=C(NCc1cccc(Cl)c1)c1ccncc1 | ? | 39%[activator] | 18% | 11% | 3% | -14% | 0.7 | -6% | 37%
Cn1c(=O)n(Cc2ccco2)c(=N)c2c3c(sc21)CCCC3 | 43%[activator] | -1% | -7% | -19% | 8% | -11% | -1.2 | -9% | 15%
CCc1cc2c(=O)c(-c3ccc4c(c3)OCCO4)c(C)oc2cc1OS(C)(=O)=O | 1% | 0% | -18% | 0% | 26% | -10% | -0.8 | -2% | 8%
COc1ccc(N(Cc2cc3ccccc3[nH]c2=O)S(=O)(=O)c2ccccc2)cc1 | 0% | 46%[activator] | 6% | 20% | -1% | -7% | -0.4 | -5% | -4%
CNC(=S)NN=C(C)CCCC(C)=NNC(=S)NC | 5% | 14% | -7% | -7% | . | . | . | . | .
CCCCOc1ccc(S(=O)(=O)Nc2ccc(-c3ccc(N4CCC(C)CC4)nn3)cc2)cc1 | -1% | -19% | -11%[60.1 µM] | -13% | 19% | 1% | 0.5 | -7% | .
N#CC1=C(N)SC(N)=C(C#N)C1c1ccnc2ccccc12 | 16% | 29% | -13% | 4.5µM* | 19% | 2% | 4.7 | -7% | 10%
Cc1cc(OCC(=O)Nn2cnnc2)ccc1Br | -7% | 2% | -17% | 4% | 1% | -10% | -0.7 | 1% | 4%
CC(C)(C)CN1C(N)=NC[C@@H]1c1ccccc1 | -9% | 23% | -6% | 0% | . | . | . | . | .
COc1cccc(NC(=O)c2ccc3c(c2)OCO3)c1 | 2% | 8% | -7% | 0% | 17% | -6% | -2.8 | -6% | 14%
Cc1ccc(C)c(N2CCN(c3nc4ccccc4c4nc(-c5cccnc5)nn34)CC2)c1 | -3% | 28% | 1% | -1% | 5% | 6% | 0.0 | -3% | .
CC(C)Cn1c(N)c(C(=O)COC(=O)C2CCCCC2)c(=O)n(C)c1=O | -1% | 23% | -10% | 0% | 0% | ? | 1.3 | -4% | 13%
O=C(CCNC(=O)c1ccc(Br)cc1)Nc1ncccc1O | -1% | 26% | 5% | 5% | . | . | . | . | .

Results in Apoferritin bind, for some of the entries so far:
compound	Apoferritin bind
CCCCOc1ccc(S(=O)(=O)Nc2ccc(-c3ccc(N4CCC(C)CC4)nn3)cc2)cc1	1%
N#CC1=C(N)SC(N)=C(C#N)C1c1ccnc2ccccc12	2%

Screening results: PubChem, National Center for Advancing Translational Sciences (NCATS)
